Vif-APOBEC3F blk: Vif-A3F binding inhibition; HeLa A3F-eYFP + Vif (tagged APOBEC3F with the HIV-1 protein that degrades it), YFP fluorescence increase; Potency, µM (doses to about 46.1 µM), for the others: at the top dose activity, negative = active; 0.2% of 390,000 active; AID 602313; note: potency is the fitted concentration of half-maximal effect; % of control where 0% means no effect; nearly all actives have a fitted effect of over 65% in size
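HeLa cells stably expressing A3F-eYFP plus Vif, plated and incubated overnight at 37 deg C, then exposed to compounds overnight at 37 deg C. Blocked degradation read as raised yellow fluorescence (Ex 488/Em 500-530).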
D1 PAM: enhances dopamine response at the human D1 receptor; 0.036% of 360,000 active; potentiation, % at 10 µM; P21728; HEK293 TREx D1 cells, calcium flux, dopamine EC20 potentiation; in the data active = potentiation above about 30%; note: 0% is about no effect
Target sequence (P21728 whole entry, looked up): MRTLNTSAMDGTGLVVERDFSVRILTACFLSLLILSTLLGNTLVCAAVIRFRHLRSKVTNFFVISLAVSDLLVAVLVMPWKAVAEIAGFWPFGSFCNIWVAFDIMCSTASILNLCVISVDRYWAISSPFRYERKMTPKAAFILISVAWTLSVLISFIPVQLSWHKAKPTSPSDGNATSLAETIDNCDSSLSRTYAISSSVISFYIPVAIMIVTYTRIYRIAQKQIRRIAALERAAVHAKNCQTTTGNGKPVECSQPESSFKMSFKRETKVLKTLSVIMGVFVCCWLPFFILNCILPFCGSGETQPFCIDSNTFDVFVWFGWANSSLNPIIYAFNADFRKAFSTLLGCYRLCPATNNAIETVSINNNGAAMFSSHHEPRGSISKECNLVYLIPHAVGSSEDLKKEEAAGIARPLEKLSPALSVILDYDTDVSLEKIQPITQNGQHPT
D1 agonist: agonists of human D1 dopamine receptor; 1% of 360,000 active; AID 504660; activation, % at 2 µM; HEK293 T-REx D1 cells, calcium flux, agonist mode; P21728; in the data active = activation above about 30%; note: 0% is about no effect
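Tetracycline-induced HEK293 TREx D1 cells, force-coupled to calcium signalling, were dye-loaded with a no-wash calcium kit. Compound was pin-added after a 10 s baseline. Fluorescence was read kinetically at 1 cycle/s for 180 s, with calcium rises flagged as agonism.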
RXFP1 antag: blocks the human relaxin receptor RXFP1; Q9HBX9; HEK293-RXFP1, relaxin-stimulated cAMP HTRF, 30 min; hits give low values; activity change, negative = inhibition, % at 57.5 µM; 0.59% of 350,000 active;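 active = activity change of -60% or lower, but not beyond a set lower limit; inconclusive = change between -60% and -40%, or beyond the set limit; inactive = change above -40%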; note: % is set by controls: 0 for no effect and ±100 for the full control effect
RXFP1 agonist: activates the human relaxin receptor RXFP1; AID 2676; 0.3% of 370,000 active; Q9HBX9; Potency, µM (titrated, usually from 57.5 µM), for inactives: at the highest dose activation, hits mostly activators; HEK293T-RXFP1 cAMP TR-FRET, 30 min; response scale: percent of porcine relaxin response, buffer zero; note: potency is the fitted concentration of half-maximal effect; % is set by controls: 0 for no effect and ±100 for the full control effect; nearly all actives have a fitted effect of over 60% in size; many of its hits are not listed in these tables
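Agonist response is measured as cAMP accumulation in an RXFP1-transfected HEK293T line under PDE4 inhibition. Values are scaled between buffer-only and 29 nM porcine relaxin, and EC50s come from standard Hill equation fits.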
D1 antag: antagonists of human D1 dopamine receptor | P21728 | HEK293 TREx D1 cells, calcium flux, dopamine EC80; hits give low values | activity change, negative = inhibition, % at 10 µM | 3.2% of 360,000 active | AID 504652; in the data active = activity change below about -30%; note: % is set by controls: 0 for no effect and ±100 for the full control effect
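Cells carrying a force-coupled, tetracycline-inducible human D1 receptor report calcium flux. Each well gets a 10 s baseline, compound with 180 s monitoring, then an EC80 dopamine stimulus with a second 180 s kinetic read.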
GRP78 ERSR act: induces the endoplasmic reticulum stress response in human glioma cells | U87-MG GRP78 promoter luciferase reporter, 16 h | Potency, µM, without a hit: at the top dose activation, hits mostly activators | 0.02% of 420,000 active; note: potency is the fitted concentration of half-maximal effect; series mostly up to about 76 µM; % of control where 0% means no effect; nearly all actives have a fitted effect of over 35% in size
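Stably transfected U87-MG human glioma cells carrying a GRP78-based luminescent sensor were seeded at 1000 cells/well, pin-dosed with compounds and incubated 16 h. Luciferase reagent was then added, and end-point luminescence was read after 10 min at room temperature.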
Vif-APOBEC3G blk: blocks the Vif interaction with human APOBEC3G | Q9HC16 | HeLa A3G-eYFP + Vif (tagged APOBEC3G with the HIV-1 protein that degrades it), YFP fluorescence, overnight | Potency, µM (top dose mostly 46.1 µM), for the others: at the top dose activity, negative = active, hits mostly inhibitors | 0.076% of 410,000 active | AID 602310;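 note: potency is the fitted concentration of half-maximal effect; % is set by controls: 0 for no effect and ±100 for the full control effect; nearly all actives have a fitted effect of over 60% in size; hits raise eYFP signal because A3G escapes Vif-driven loss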
Target sequence (Q9HC16 whole entry, looked up): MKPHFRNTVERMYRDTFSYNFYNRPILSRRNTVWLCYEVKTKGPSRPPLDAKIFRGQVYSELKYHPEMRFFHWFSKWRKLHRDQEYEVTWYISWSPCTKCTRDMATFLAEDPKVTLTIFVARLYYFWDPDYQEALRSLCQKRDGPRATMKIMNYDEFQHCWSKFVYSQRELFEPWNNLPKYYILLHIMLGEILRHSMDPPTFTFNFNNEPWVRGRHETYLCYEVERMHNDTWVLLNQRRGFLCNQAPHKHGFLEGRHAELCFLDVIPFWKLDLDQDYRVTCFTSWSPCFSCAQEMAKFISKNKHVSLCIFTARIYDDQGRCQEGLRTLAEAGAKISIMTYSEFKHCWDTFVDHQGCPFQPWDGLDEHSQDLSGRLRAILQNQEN
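HeLa cells stably expressing Vif and C-terminally eYFP-tagged A3G, seeded overnight at 37 deg C, then exposed to compound by pintool overnight at 37 deg C. Rise in yellow fluorescence (Ex 488/Em 500-530, Acumen) marks blocked Vif-driven A3G degradation.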
D2 potentiator: positive allosteric modulators of human D2 dopamine receptor; HEK293 T-REx D2, calcium flux, EC20 dopamine potentiation; potentiation, % at 10 µM; AID 485347; 0.34% of 340,000 active; P14416;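 active = potentiation over 3 SD above the plate norm, cut at about 30% in these data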; note: 0% is about no effect
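Cells plated with tetracycline inducer and held overnight at 30 C; calcium dye loaded 30–90 min at room temperature; baseline taken, compound added and read 180 s; EC20 dopamine then added and read 180 s.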
* hit, by the source's call; ? = inconclusive; . = no result given; & = joins results of further samples. Unless noted, calls come from the whole dose curve; as a rule, active = well fitted curve in the direction sought with a large enough effect; inconclusive = small, poorly fitted or top-dose-only effect, or another doubt; inactive = no such curve, though single readings can be large; an effect the other way counts as inactive or inconclusive.

SMILES	Vif-APOBEC3F blk	D1 PAM	D1 agonist	RXFP1 antag	RXFP1 agonist	D1 antag	GRP78 ERSR act	Vif-APOBEC3G blk	D2 potentiator
Cc1cc(NS(=O)(=O)c2ccc(NC(=O)/C=C/c3ccc(Br)cc3)cc2)no1	4%	0	5	0	0.0%	-6	-3%	-9%	8
CCc1noc(C)c1C(=O)N(C)CC(=O)Nc1ccc(Br)cc1C	2%	-8	1	2	-1.1%	9	-6%	1%	22
CCCCOc1ccccc1C(=O)N(Cc1ccco1)C1CCS(=O)(=O)C1 (centres undefined)	-2%	-5	3	10	-0.3%	14	0%	-3%	24
O=C1CCN(CCCN2CCC(=O)NC2=S)C(=S)N1	-8%	.	.	6	.	.	-8%	1%	.
CCCCCCOc1ccc(C2C(=O)N(C3CCCCC3)CC(=O)N2CCCC)cc1 (centres undefined)	-4%	-1	-2	-30	3.5%	-11	-4%	-2%	2
c1ccc(Nc2nc(NCC3CCCO3)c3ccccc3n2)cc1 (centres undefined)	-4%	-4	8	?	-0.2%	-4	6%	1%	.
CNc1ncnc(Sc2nc(N)nc3nc[nH]c23)c1[N+](=O)[O-]	11%	.	.	9	.	.	-9%	-20%	.
CNC(=S)N1CCN(c2nc(-c3ccc(F)cc3)cs2)CC1	3%	-7	1	1	0.2%	-6	0%	0%	-4
COc1cc(SC#N)ccc1N=Cc1c(C)[nH]n(-c2ccc(C)cc2)c1=O	-7%	11	5	-17	-1.9%	-18	5%	-16%	-6
CCC(=O)N/C(=N/c1nc(C)cc(C)n1)Nc1cccc(OC)c1	-1%	-7	-2	-20	1.3%	5	-3%	-5%	11
Brc1cccc(-c2nnc3sc(CN4CCC5(CC4)OCCO5)cn23)c1	-8%	4	4	5	8.8%	-3	-4%	2%	13
CCOc1ccc2cc(C#N)c(SCC(=O)N3CCOCC3)nc2c1	-2%	-7	1	2	8.0%	21	2%	-2%	14
N/C(=N\N=C\c1ccc2c(c1)OCO2)SC1CC(=O)N(c2ccc(C(=O)O)cc2)C1=O (centres undefined)	-24%	13	5	1	-1.8%	-4	-3%	-5%	-7
Cc1ccc(NC(=S)Nc2cccc(S(=O)(=O)Nc3c(C)n(C)n(-c4ccccc4)c3=O)c2)cc1	3%	-7	3	1	2.0%	9	9%	0%	7
Cc1cccc(N2CCN(C(=O)c3noc4c3COc3ccc(C)cc3-4)CC2C)c1 (centres undefined)	-7%&2%	0&-1	3&-1	-6	-0.8%&-0.1%	19&19	-2%&1%	4%&0%	10&-6

Ordered by SMILES length (smallest number first): some entries from above.
SMILES	Vif-APOBEC3F blk	D1 PAM	D1 agonist	RXFP1 antag	RXFP1 agonist	D1 antag	GRP78 ERSR act	Vif-APOBEC3G blk	D2 potentiator
c1ccc(Nc2nc(NCC3CCCO3)c3ccccc3n2)cc1 (centres undefined)	-4%	-4	8	?	-0.2%	-4	6%	1%	.
CCC(=O)N/C(=N/c1nc(C)cc(C)n1)Nc1cccc(OC)c1	-1%	-7	-2	-20	1.3%	5	-3%	-5%	11
Brc1cccc(-c2nnc3sc(CN4CCC5(CC4)OCCO5)cn23)c1	-8%	4	4	5	8.8%	-3	-4%	2%	13
CCCCCCOc1ccc(C2C(=O)N(C3CCCCC3)CC(=O)N2CCCC)cc1 (centres undefined)	-4%	-1	-2	-30	3.5%	-11	-4%	-2%	2
Cc1cccc(N2CCN(C(=O)c3noc4c3COc3ccc(C)cc3-4)CC2C)c1 (centres undefined)	-7%&2%	0&-1	3&-1	-6	-0.8%&-0.1%	19&19	-2%&1%	4%&0%	10&-6
N/C(=N\N=C\c1ccc2c(c1)OCO2)SC1CC(=O)N(c2ccc(C(=O)O)cc2)C1=O (centres undefined)	-24%	13	5	1	-1.8%	-4	-3%	-5%	-7

(more compounds)
SMILES	Vif-APOBEC3F blk	D1 PAM	D1 agonist	RXFP1 antag	RXFP1 agonist	D1 antag	GRP78 ERSR act	Vif-APOBEC3G blk	D2 potentiator
Cc1c(C(=O)NCc2ccc3c(c2)OCO3)sc2nc(-c3ccccc3)cn12	1%	-5	4	-1	0.5%	-1	0%	2%	4
COc1ccc(CCNC(=O)CCNC(=O)N2CC(=O)Nc3ccccc32)cc1OC	2%	-3	1	9	0.5%	8	-1%	0%	9
Cc1cccc(C(=O)N(C)c2nnc(-c3ccncc3)s2)c1	-15%	.	.	-6	.	.	2%	0%	.
Cc1ccccc1COc1cccc(/C=N/NC(=O)c2nnn(-c3nonc3N)c2C)c1	-5%	4	2	-3	0.7%	-3	-2%	0%	0
O=[N+]([O-])c1c(Nc2ccccn2)cc(Cl)c2nonc12	?	-4	1	?	7.8%	-2	-19%	-7%	4
CC(C)CC(CC(C)C)=NNC(=O)c1ccc(CSc2nncn2C)cc1	0%	-2	2	0	1.8%	8	-1%	4%	-14
CCC(=O)Nc1cccc(-c2nnc(SCC(=O)NCc3ccco3)n2C)c1	0%	-3	7	-4	1.9%	-1	-5%	2%	-5
Nc1nnc(SCC(=O)Nc2ccccc2)s1	-3%&3%	3&3	1&0	-11&5	0.0%&2.8%	-8&9	1%&2%	-1%&0%	3&-7
COc1cccc(N2CC(=O)Nc3c(oc4nc(-c5ccccc5)cc(C)c34)C2=O)c1	4%	-3	0	0	15%	30	-3%	4%	-1
CC(=O)N1CCN(Cc2nc3cc(NC(=O)c4ccccc4)ccc3n2C)CC1	9%	6	1	-10	2.8%	-9	6%	-5%	17
CCOC(=O)N1CCN(c2cc(=O)n(-c3ccc(OCC)cc3)c(=O)[nH]2)CC1	-9%	-4	2	-7	0.7%	9	0%	0%	-3
COc1ccc(-n2c(-c3ccc(C(C)(C)C)cc3)n[nH]c2=S)c(OC)c1	1%	.	.	-29	.	.	-2%	-7%	.
CCC(C)NC(=O)CNC(=S)N(Cc1ccc(F)cc1)C1CCCCC1 (centres undefined)	-1%	-2	1	-3	4.9%	3	-5%	-1%	20
[N-]=[N+]=CC(=O)CC(c1ccccc1)N1C(=O)c2ccccc2C1=O (centres undefined)	-9%	4	6	-1	-1.2%	18	2%	0%	-3
CCNc1ccc(C(=O)OCC(=O)c2cc(C)n(Cc3ccc4c(c3)OCO4)c2C)cc1[N+](=O)[O-]	-10%	-2	3	-6	0.5%	4	-2%	0%	4
CC1(C)Cc2nc3sc4c(=O)n(CC(=O)NCc5ccccc5)cnc4c3cc2CO1	-7%	.	.	5	?	.	-1%	?	.
CCNC(=S)Nc1ccc(N2CCCCC2)cc1	-1%	4	2	-8	-1.7%	-13	7%	-1%	.
COc1cc(C(=O)OCC(=O)NC23CC4CC(CC(C4)C2)C3)cc(OC)c1OC	?	7	2	-19	1.0%	-13	0%	0%	.
Cc1ccc(NC(=O)/C=C\C(=O)N(c2ccc(C(C)C)cc2)C(C(=O)NCc2ccco2)c2ccc(F)cc2)cc1 (centres undefined)	3%	-2	2	-1	2.5%	2	-2%	-6%	.
COC(=O)C(NC(=O)c1ccc(F)cc1)(Nc1ncc(S(=O)(=O)c2ccc([N+](=O)[O-])cc2)s1)C(F)(F)F (centres undefined)	-12%	-4	3	-13	-3.5%	-23	-8%	-26%	0
Cc1noc(C)c1C(=O)Nc1ccccn1	4%	1	10	-8	4.6%	4	-3%	0%	21
O=C(CSc1nc2ccccc2[nH]1)c1ccc2c(c1)OCO2	-11%	-4	5	4	-0.8%	-7	3%	-15%	-22
CC1CCCC(C)N1C(=O)COC(=O)C1CCN(S(=O)(=O)c2c(Cl)cccc2Cl)CC1 (centres undefined)	4%	-5	14	-16	1.1%	-12	-1%	1%	3
CC(=O)Nc1ccc(-c2csc(NC(C)c3ccccc3)n2)cc1 (centres undefined)	14%	3	5	-3	-0.8%	6	2%	3%	-3
O=C(COc1ccccc1)OCc1cc(=O)n2nc(-c3cccs3)sc2n1	-6%	0	3	.	?	-3	-1%	-1%	-10
CCO/C=C1/C(=O)N(c2ccc(OC)cc2)C(=O)c2ccccc21	-8%	1	5	2	1.5%	-7	-1%	-2%	-2
Cc1cccc(-c2nnn(C/C(N)=N/O)n2)c1	-1%	-1	2	20	-1.1%	-15	-4%	0%	11
O=C(CCNC(=O)c1ccc(Cl)cc1)NCc1ccco1	-10%	.	.	-2	.	.	-4%	-5%	.
COc1ccc(CN2C=C3C(=O)C(C)(OC(=O)C4CCCC4)C(=O)C=C3C=C2c2ccsc2)cc1 (centres undefined)	-3%	-2	3	.	-0.8%	30	-3%	2%	-9
Cc1ccc(N=Cc2c(O)[nH]c3ccccc23)c([N+](=O)[O-])c1	0%	-3	0	-13	0.1%	-2	2%	4%	3
CC(=O)NNc1cc(=O)c2c(=O)n(C)c(=O)n(C)c2[nH]1	2%	0	1	.	5.5%	25	-2%	0%	-4
COC(=O)c1ccc(C2=NOC(C)(c3nnc(Cc4ccccc4)o3)C2)cc1 (centres undefined)	-4%	-7	7	.	-1.5%	5	0%	0%	-10
O=S(=O)(c1cccc2nonc12)N1CCCCC1	1%	-1	0	1	-0.3%	0	-3%	-3%	-10
COc1ccc(-c2cn(CCN)c(-c3ccncc3)n2)cc1	-1%	-5	1	.	1.1%	0	2%	1%	14
c1ccc2c(c1)CSc1ccccc1N2	1%	.	.	-2	.	.	5%	-6%	.
CS(=O)(=O)N1CC(C(=O)NN)Oc2ccc(Cl)cc21 (centres undefined)	5%	-1	1	6	1.6%	11	-3%	0%	-7
O=C(Cn1c(=O)oc2ccccc21)Nc1ccccc1Cl	9%	-2	2	3	-1.1%	-19	-2%	-5%	3

Look-ups from the entries so far.
O=S(=O)(c1cccc2nonc12)N1CCCCC1 in GRP78 ERSR act is entered as -3%
CC(=O)NNc1cc(=O)c2c(=O)n(C)c(=O)n(C)c2[nH]1 in D2 potentiator is entered as -4
c1ccc2c(c1)CSc1ccccc1N2 in GRP78 ERSR act is entered as 5%

The list is partial (hit frequency here may not be typical).
